Bioassay records: PubChem, several laboratories
TNAP act hi DEA: activators of human TNAP at high phosphate acceptor concentration. purified TNAP, CDP-star luminescence, 1 M DEA, 30 min; active compounds read high; 0 = EDTA background, 1 = DMSO-only activity. P05186. AID 1136. 200,000 tested, under 10 active. activation factor at 20 µM;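 active = activation factor at least 2 at 20 µM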
Target sequence (P05186 whole entry, looked up): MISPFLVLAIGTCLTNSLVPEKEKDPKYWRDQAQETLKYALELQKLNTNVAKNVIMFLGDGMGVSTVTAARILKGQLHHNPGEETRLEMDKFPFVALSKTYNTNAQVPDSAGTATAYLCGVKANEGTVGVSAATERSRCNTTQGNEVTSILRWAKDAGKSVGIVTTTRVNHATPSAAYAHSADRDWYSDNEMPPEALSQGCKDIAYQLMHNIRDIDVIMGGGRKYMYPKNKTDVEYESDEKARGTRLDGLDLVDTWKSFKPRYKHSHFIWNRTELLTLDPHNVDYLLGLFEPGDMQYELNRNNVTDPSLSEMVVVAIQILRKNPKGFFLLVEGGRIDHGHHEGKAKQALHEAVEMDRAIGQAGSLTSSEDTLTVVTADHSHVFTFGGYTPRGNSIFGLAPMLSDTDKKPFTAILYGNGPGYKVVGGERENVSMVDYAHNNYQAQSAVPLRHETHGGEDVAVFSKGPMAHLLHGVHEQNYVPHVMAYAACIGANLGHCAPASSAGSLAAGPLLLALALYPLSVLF
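Dosing: 20 µM single point. System: human TNAP. Amount: TNAP 1/800 final. Incubation: 30 min, room temperature. Read-out: TNAP activation factor scaled between EDTA and DMSO control wells. Signal: luminescence from CDP-star hydrolysis. Medium: 1 M DEA, pH 9.8, Mg2+, Zn2+. Control set: EDTA negative control, DMSO positive control.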
L major viab: Leishmania major promastigote growth inhibition. Leishmania major promastigotes, resazurin fluorescence viability. inhibition, % at 10 µM. hit rate 9% among 200,000. AID 1063; in the data active = inhibition above about 50%;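 note: promastigotes grown with compound for 44 hours at 28 °C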
APP transl inh: APP translation inhibition; SH-SY5Y APP 5'UTR-luciferase reporter, luminescence; inhibition, % at 2 µM; hit rate 0.82% among 190,000;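 active = inhibition above a set limit, derived from the sample mean plus 3 SD, cut at about 45% in these data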; note: values of inactives mirror those of a sister screen read the other way
bIAP act: intestinal alkaline phosphatase (bovine) activation; hit rate 0.17% among 200,000; purified bovine IAP, CDP-star luminescence, 30 min; active compounds read high; fold of DMSO-control signal, blank-subtracted; activation factor at 20 µM; AID 1016;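 active = activation factor of 2 or more at 20 µM, a signal rise over negative controls twice the positive control's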
bIAP inh: intestinal alkaline phosphatase (bovine) inhibition | purified bovine IAP, CDP-star luminescence, 30 min | inhibition, % at 20 µM | 190,000 tested, under 10 active;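 active = over 50% inhibition of intestinal alkaline phosphatase at 20 µM in the single-dose screen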
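Assay system – bovine IAP enzyme · Quantity – bovine IAP at 1/65,000,000 final dilution · Detection – CDP-star luminescence signal · Times – 30 min reaction at room temperature · Also added – CDP-star substrate at 30 µM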
TNAP inh hiacc: inhibitors of human TNAP at high phosphate acceptor concentration. P05186. purified TNAP, CDP-star luminescence, 1 M DEA. inhibition, % at 20 µM. hit rate 0.03% among 200,000. AID 1135;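 active = over 50% inhibition of tissue-nonspecific alkaline phosphatase at 20 µM in the single-dose screen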;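 note: plate controls were DMSO wells for no effect and EDTA-quenched wells as full inhibition for full effect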
TNAP inh no acc: TNAP (human) inhibition, acceptor-free conditions; inhibition, % at 20 µM; purified TNAP, CDP-star luminescence, 30 min; hit rate 0.26% among 200,000;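 active = tissue-nonspecific alkaline phosphatase inhibition above about 50% at 20 µM in the single-dose screen, limit read from the data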;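 note: 0% = DMSO negative control and 100% = EDTA positive control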
FLuc inh counter: Photinus pyralis luciferase inhibition counter-screen; P08659; ATPLite firefly luciferase biochemical luminescence, 10 min; inhibition, % at 10 µM; hit rate 1.5% among 200,000;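 active = inhibition above about 50% when tested at 10 µM, limit read from the data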
Target sequence (P08659 whole entry, looked up): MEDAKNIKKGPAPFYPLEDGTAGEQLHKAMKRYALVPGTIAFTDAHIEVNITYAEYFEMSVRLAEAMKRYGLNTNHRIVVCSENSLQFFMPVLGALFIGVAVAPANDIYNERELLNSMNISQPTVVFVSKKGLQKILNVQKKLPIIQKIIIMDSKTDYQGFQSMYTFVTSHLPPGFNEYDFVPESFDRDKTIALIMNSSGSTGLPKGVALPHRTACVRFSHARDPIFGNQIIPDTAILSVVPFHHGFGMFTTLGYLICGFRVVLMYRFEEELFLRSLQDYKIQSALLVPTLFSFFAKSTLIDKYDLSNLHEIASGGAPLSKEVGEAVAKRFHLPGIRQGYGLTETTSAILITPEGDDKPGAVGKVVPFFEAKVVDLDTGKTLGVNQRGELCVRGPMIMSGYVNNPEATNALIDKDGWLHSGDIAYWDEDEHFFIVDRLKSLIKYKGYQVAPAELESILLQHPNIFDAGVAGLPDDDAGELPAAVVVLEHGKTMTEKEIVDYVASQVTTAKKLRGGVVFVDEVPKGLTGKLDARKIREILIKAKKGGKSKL
FLuc stim CS: firefly luciferase counter-screen for stimulation assays; 200,000 tested, under 10 active; activation factor at 10 µM; ATPlite luciferase biochemical, luminescence, 10 min; 0 = ATP-free wells, 1 = DMSO control; P08659;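 active = luciferase activation factor, scaled between plate controls, of at least 2 with compound at 10 µM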
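Assay system: Luciferase/luciferin reagent mix; Medium: PBS as buffer for the ATP substrate; Dosing: test compounds dosed from 2 mM stocks in 100% DMSO; Times: 10 min, room temperature; Signal: luminescence from luciferase reaction; Read-out: luciferase activation; Controls: No-ATP low control, compound-free enzyme-plus-ATP high control.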
RAM network inh: inhibitors of the yeast RAM network. inhibition, % at 50 µM. S. cerevisiae dse1pr::URA3 reporter, 5-FOA growth OD615, 2 d; analog-sensitive cbk1-as2 kinase mutant strain. hit rate 1.8% among 190,000;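 active = inhibition above a set limit, 3 SD over mean compound inhibition, cut at about 8.4% in these data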;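 note: 0% = DMSO-only wells with no growth and 100% = 10 µM 1-NA-PP1 full growth; inhibition rescues growth on 5-FOA so higher OD means more RAM inhibition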
Starred values were filed as active, the others as inactive; · = no result given. Compounds as they come (roughly 13% active in at least one column).

SMILES | TNAP act hi DEA | L major viab | APP transl inh | bIAP act | bIAP inh | TNAP inh hiacc | TNAP inh no acc | FLuc inh counter | FLuc stim CS | RAM network inh
O=S1(=O)c2ccccc2N=NN1Cc1cc(Cl)cc(Cl)c1 | 1 | -1.9 | · | 0.8 | 16.1 | -3.0 | 0.0 | -9.3 | 1.1 | 3.2
CC(=O)Nc1cccc(-c2nnc3c4ccccc4c(C)nn23)c1 | 1 | 9.8 | 6.1 | 1 | 1.8 | 0.2 | -5.3 | 3.1 | 1 | 0.4
O=C(N/N=C1\CCCc2oc(C(=O)O)cc21)c1ccccc1 | 1.1 | -11.8 | -74.0 | 1 | -4.6 | -8.4 | -8.3 | -7.0 | 1.1 | 1.5
O=C(Nc1ccc(F)cc1F)c1cc(=O)n(-c2ccccc2)c(=O)[nH]1 | 1.1 | 7.0 | -25.4 | 1.1 | -6.4 | -5.5 | -54.2 | -4.1 | 1 | 5.1
C/C(CC(=O)NC1CCCC1)=N\NC(=O)Cc1csc(N)n1 | 1 | -2.4 | -5.4 | 0.9 | 11.3 | -3.0 | -10.6 | -5.9 | 1.1 | 2.2
Cc1ccc(Sc2nc([N+](=O)[O-])nn2C)cc1 | 1 | 17.4 | 4.6 | 0.9 | 10.7 | -2.6 | -18.8 | -2.2 | 1 | -0.2
Cc1ccc(C(=O)NC(N(C)C)C(Cl)(Cl)Cl)cc1 (stereo not given) | 1 | -8.1 | 11.2 | 1.1 | -10.5 | 2.9 | 0.3 | 3.3 | 1 | 1.3
CN(Cc1ccon1)C(=O)CC1C(=O)NCCN1Cc1cccc(Oc2ccccc2)c1 (stereo not given) | 1 | -10.7 | -6.7 | 1.2 | -19.0 | -4.4 | -9.9 | -4.9 | 1 | 0.2
COc1ccc(Br)cc1CNCCSc1nnnn1C | 1.1 | -4.2 | 6.0 | 0.9 | 12.6 | -9.1 | -1.0 | -11.0 | 1.1 | 1.4
Cc1ccc(/C=C/C(=O)N2CCN(c3ccc(F)cc3)CC2)o1 | 1 | 44.2 | -9.6 | 1 | 2.2 | -4.8 | -7.0 | -6.8 | 1.1 | -0.4
COc1cc(SC)ccc1C(=O)Nc1ccc2c(c1)OCO2 | 1 | 16.9 | -169.5 | 1 | -1.9 | -4.2 | -12.2 | 72.4* | 0.3 | 2.9
CCC(=O)NCCc1nc2ccccc2[nH]1 | 1.1 | -4.1 | 3.0 | 0.9 | 6.8 | -6.9 | -8.6 | 1.1 | 1 | 0.1
O=C1C(=O)N(CCO)C(c2cccc(F)c2)/C1=C(\O)c1ccc(Cl)cc1 (stereo not given) | 1.1 | 1.0 | -9.9 | 1 | -1.4 | -7.9 | -14.1 | -4.7 | 1 | 1.8
CC(=O)Nc1cccc(NC(=O)COc2nncc3ccccc23)c1 | 1 | -4.1 | 6.5 | 1 | -3.0 | -2.0 | -14.5 | -8.1 | 1.1 | 0.3
CCOc1ccc(N(C(=O)CNC(=O)c2cccs2)C(C(=O)NCC2CCCO2)c2ccc(OC)c(OC)c2)cc1 (stereo not given) | 1 | -3.2 | 14.9 | 1.2 | -22.8 | 1.9 | -1.6 | 1.3 | 1 | 1.4
Cc1ccc(NC(=O)CSC2=C(C#N)C(c3ccco3)C3=C(CC(C)(C)CC3=O)N2)cc1 (stereo not given) | 1 | 14.3 | -20.4 | 0.9 | 6.8 | -4.2 | -6.5 | -5.7 | 1.1 | 6.6
O=C(CN1CCN(c2ccccc2)CC1)NC(=O)NCc1ccco1 | 0.9 | -7.5 | -3.7 | 0.9 | 7.4 | 7.9 | 5.5 | 2.8 | 1 | 1.0
NCCOc1ccccc1Cc1ccccc1 | 1 | 99.4* | -1.4 | 0.7 | 25.2 | -4.0 | -11.7 | -4.8 | 1 | -0.2
COc1cccc(C2NC(=O)NC(C)=C2C(=O)Nc2cccc(C)c2C)c1 (stereo not given) | 1.1 | 6.3 | 8.2 | 1 | -3.1 | -7.2 | -10.9 | 0.2 | 1 | 1.6
O=C(c1ccc(F)cc1)c1ccc(N2CCCC2)cc1 | 1 | 14.8 | -57.1 | 0.7 | 26.4 | -2.7 | -4.4 | 12.8 | 0.9 | 4.3
Cc1cccc(NC(=O)CSc2ccc(-c3ccccn3)nn2)c1C | 1 | -10.0 | -12.3 | 1 | -1.3 | -3.0 | -11.0 | -1.8 | 1 | 0.4
O=C(CS(=O)CC(=O)Nc1ccc(Cl)cc1)NCC1OCCc2ccccc21 (stereo not given) | 1 | -0.3 | 12.6 | 1.1 | -9.4 | -1.4 | -6.7 | -3.3 | 1 | 0.9
COc1ccc(NC(=O)c2ccc3c(=O)n(Cc4ccco4)c(=S)[nH]c3c2)c(OC)c1 | 1 | 0.1 | -14.6 | 1.1 | -12.5 | -2.6 | -4.6 | -8.9 | 1.1 | 5.1
Cc1ccc(NC(=O)COC(=O)C2CCC(=O)N2)c([N+](=O)[O-])c1 (stereo not given) | 1 | -1.9 | -7.4 | 1.2 | -21.1 | 0.4 | -11.0 | -1.1 | 1 | 1.3

Of the compounds above, these contain an aryl thioether with sulfur outside any ring:
SMILES | TNAP act hi DEA | L major viab | APP transl inh | bIAP act | bIAP inh | TNAP inh hiacc | TNAP inh no acc | FLuc inh counter | FLuc stim CS | RAM network inh
Cc1ccc(Sc2nc([N+](=O)[O-])nn2C)cc1 | 1 | 17.4 | 4.6 | 0.9 | 10.7 | -2.6 | -18.8 | -2.2 | 1 | -0.2
COc1ccc(Br)cc1CNCCSc1nnnn1C | 1.1 | -4.2 | 6.0 | 0.9 | 12.6 | -9.1 | -1.0 | -11.0 | 1.1 | 1.4
COc1cc(SC)ccc1C(=O)Nc1ccc2c(c1)OCO2 | 1 | 16.9 | -169.5 | 1 | -1.9 | -4.2 | -12.2 | 72.4* | 0.3 | 2.9
Cc1cccc(NC(=O)CSc2ccc(-c3ccccn3)nn2)c1C | 1 | -10.0 | -12.3 | 1 | -1.3 | -3.0 | -11.0 | -1.8 | 1 | 0.4

The results go on.
SMILES | TNAP act hi DEA | L major viab | APP transl inh | bIAP act | bIAP inh | TNAP inh hiacc | TNAP inh no acc | FLuc inh counter | FLuc stim CS | RAM network inh
CCN1CNC(=S)N(c2cccc(C)c2C)C1 | 1 | -8.2 | -18.9 | 1 | 2.6 | 0.5 | -5.7 | -2.6 | 1 | 2.5
CCN(C(C)=O)N(CC)c1nc(Cl)nc(NC(C)C)n1 | 1 | 43.4 | -12.1 | 1 | 0.2 | 4.9 | -12.2 | 0.2 | 1 | 1.5
COCCn1c(N)c(C(=O)Nc2sc3c(c2C(=O)OC)CCCC3)c2nc3ccccc3nc21 | 1 | -0.3 | -8.9 | 1 | 2.3 | 2.4 | -6.3 | -3.5 | 1 | 7.8
COc1ccc(OCCSc2nc(-c3ccccc3)cc(=O)[nH]2)cc1 | 1.1 | -9.1 | 2.4 | 1.2 | -15.8 | -5.4 | -9.3 | -6.6 | 1.1 | 3.7
CN1CCN(c2nc3c(c(=O)n(C)c(=O)n3C)n2CC(N)=O)CC1 | 1.1 | -5.1 | 11.3 | 0.9 | 11.3 | -9.2 | -4.9 | -2.3 | 1 | 1.7
CSc1nc(SC)c2c3c(oc2n1)COC(C)(C)C3 | 1.1 | -3.4 | -4.6 | 0.9 | 10.6 | -9.3 | -17.1 | -4.0 | 1 | 3.5
CCn1c(SCc2ccc(C(=O)Nc3cc(C)cc(C)c3)cc2)nnc1-c1ccncc1 | 1.1 | 6.8 | -0.6 | 1 | 1.6 | -5.0 | -27.8 | -1.3 | 1 | 1.5
COc1cccc(C2C(C(=O)c3cccs3)=C(O)C(=O)N2CCN(C)C)c1OC (stereo not given) | 1 | -5.0 | -26.8 | 0.9 | 7.3 | 0.7 | -7.0 | -5.8 | 1.1 | 2.9
Cc1cc(C)n(-c2ncnc3ccccc23)n1 | 1 | -3.7 | 3.1 | 1 | 1.6 | -3.9 | -11.9 | -6.1 | 1.1 | 0.3
Cc1nc2nc(SCC(=O)c3ccc([N+](=O)[O-])cc3)[nH]c2cc1Br | 1 | -1.9 | -10.4 | 1 | -2.3 | -0.4 | -0.5 | -9.1 | 1.1 | 0.5
CC(C)Sc1nnc(NC(=O)CCc2ccccc2)s1 | 1 | -2.7 | -3.3 | 1.1 | -7.4 | -3.5 | -10.1 | -2.3 | 1 | 4.0
Cc1cc(C)c2nc(C(F)(F)F)nc(N3CC(C)OC(C)C3)c2c1 (stereo not given) | 1 | 10.4 | 8.1 | 1 | 1.9 | -0.3 | -3.5 | 0.1 | 1 | 3.9
Cc1ccc(C(=O)CC(=O)COc2ccc(Cl)cc2C)cc1 | 1 | 91.0* | 1.1 | 1 | -2.7 | 0.7 | -12.3 | 1.3 | 1 | 4.5
Nc1nc(SCC(=O)N2CCCC2)[nH]c(=O)c1NC(=O)c1ccco1 | 1.1 | -10.0 | -12.1 | 0.8 | 15.7 | -5.6 | 3.1 | -7.2 | 1.1 | 0.9
NC1=NC(c2cn(-c3ccccc3)nc2-c2cccs2)n2c(nc3ccccc32)N1 (stereo not given) | 1.1 | -6.2 | 4.4 | 1.5 | -48.5 | -8.4 | -6.1 | -0.4 | 1 | -2.1
C/C(=N\OC(=O)c1ccc(Cl)cc1)c1sc(-c2ccccc2)nc1C | 1.1 | -0.5 | 1.1 | 0.9 | 9.6 | -6.6 | 2.3 | -12.3 | 1.1 | 11.5*
O=C1CN(C(=O)CCN2CCOCC2)C(c2ccccc2)c2cc(Br)ccc2N1 (stereo not given) | 1 | 7.0 | 5.7 | 1 | -4.6 | 0.4 | -12.8 | -2.1 | 1 | 0.7
CCn1c(=O)n(CC)c2cc(S(=O)(=O)N3CCCCC3)c(C)cc21 | 1 | 0.7 | -12.8 | 0.9 | 14.9 | -1.3 | -1.5 | -7.0 | 1.1 | 0.2
CCCCOc1ccc(CNC(=O)NS(=O)(=O)c2ccc(OCC)cc2)cc1 | 1 | 0.8 | 5.9 | 0.6 | 38.0 | -2.2 | -9.6 | -6.0 | 1.1 | 0.8
CCCN1C(=O)C(O)(CC(=O)c2cccc(OC)c2)c2ccccc21 (stereo not given) | 1 | -2.0 | 1.1 | 0.9 | 6.4 | -1.5 | -5.0 | -2.1 | 1 | 0.6
Cc1ccc(NC(=O)C(Cc2ccccc2)NC(=O)OCc2ccccc2)cc1C (stereo not given) | 1 | -4.5 | 3.7 | 1 | -3.2 | -3.1 | 10.7 | -6.5 | 1.1 | 4.7
COc1ccc(CC(=O)Nc2ccc3c(C)cc(=O)oc3c2)cc1OC | 1 | 63.9* | -7.1 | 0.9 | 14.4 | 0.2 | -10.5 | -5.9 | 1.1 | 2.7
CCCOn1c(-n2nc(C)cc2C)nc2ccccc2c1=O | 1 | -4.3 | 36.6 | 1 | 4.2 | 1.2 | -4.2 | 1.1 | 1 | -0.8
O=C(CSc1nnc(-c2cccnc2)n1-c1ccccc1)NCc1ccc2c(c1)OCO2 | 1.1 | 1.2 | -6.8 | 1 | 0.6 | -5.0 | -10.9 | -3.4 | 1 | 0.5
COC(=O)CSc1nnc(CNc2ccc(Cl)cc2)n1-c1ccccc1 | 1 | -6.5 | 4.8 | 1 | -0.3 | -0.9 | 4.8 | -9.3 | 1.1 | -0.1
